Nrf2 activator: qHTS of Nrf2 Activators; hit rate 0.31% among 410,000; Potency, µM (series often up to 46.1 µM), for inactives: top-dose activation, actives largely listed as activators; AREc32 ARE-luciferase reporter (MCF7-derived line), luminescence, 24 h; also: % of control where 0% means no effect; nearly all actives have a fitted effect of over 65% in size
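For detection, Steady-Glo was added and plates sat 30 min at RT; before that, AREc32_Fluc cells grown overnight in OPTI-MEM/5% FBS had been treated with 23 nL compound for 24 hr at 37 deg C.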
ATXN2 expr inh: Primary qHTS for Inhibitors of ATXN expression; hit rate 0.72% among 360,000; HEK-293 ATXN2-luciferase reporter, luminescence, 24 h; AID 1745845, 2022; Potency, µM (top dose mostly 57 µM), inactives show top-dose activity change, negative = inhibition, most hits filed as inhibitors; also: % is scaled to controls: 0 for no effect and ±100 for the full control effect; nearly all actives have a fitted effect of over 55% in size
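ATXN2-luciferase reporter cells (luciferase flanked by upstream and downstream ATXN2 gene portions) were treated 24 h at 37 °C with compounds at up to 57 uM. SteadyGlo luminescence gave expression; GF-AFC fluorescence gave viability.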
A549 viability: Nrf2 qHTS screen for inhibitors: counterscreen for cytotoxicity. A549 ARE-Fluc cells, CellTiter-Fluor viability, 18-24 h. Potency, µM (doses to about 46 µM), for inactives: at the highest dose activity change, negative = cytotoxicity, actives largely listed as inhibitors. hit rate 0.16% among 390,000. AID 504648, 2011; also: % is scaled to controls: 0 for no effect and ±100 for the full control effect
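A549 ARE-Fluc cells in 5% FBS OPTI-MEM, 5000 cells/well, rested 2 h then exposed to compounds in concentration-response for 18-24 h at 37 °C. Viability by CellTiter-Fluor fluorescence (Ex 405/Em 525) after 30 min; luciferase luminescence (BugLite, 15 min, RT) read afterwards.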
HepG2 tox: qHTS for Inhibitors of TGF-b: Cytotox Counterscreen; HepG2 CAGA-GFP viability, ATP luminescence, 18 h; Potency, µM (titrated, usually from 46.1 µM), for inactives: at the highest dose activity change, negative = cytotoxicity, usual class: cytotoxic; hit rate 0.76% among 410,000; also: some results filed as inactive show a strong effect at the top dose
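HepG2 CAGA-GFP cells (1000/well, DMEM with 1% FBS) received compound, then TGF-beta at 500 pg/mL final, and were incubated 18 hours at 37 degrees C. Viability was read by CellTiter-Glo luminescence. Media-only wells were set as complete cell-killing and DMSO as no toxicity.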
S2 tox: Viability Counterscreen for Primary qHTS for Inhibitors of ATXN expression | Potency, µM (titrated, usually from 56.7 µM), hits mostly cytotoxic | hit rate 0.49% among 400,000 | S2 cells (HEK-293 line with an ATXN2-luciferase reporter) viability, CellTiter-Fluor protease fluorescence, 24 h | AID 651635, 2014; also: nearly all actives have a fitted effect of over 40% in size
TGFb inhibitor: qHTS for Inhibitors of TGF-b; HepG2 CAGA-GFP TGF-b/SMAD3 reporter, GFP fluorescence, 18 h; TGF-beta stimulated, 500 pg/mL final; Potency, µM (doses to about 46.1 µM), for the others: top-dose activity, negative = inhibition, usual class: inhibitors; hit rate 1.2% among 410,000; also: % is scaled to controls: 0 for no effect and ±100 for the full control effect; nearly all actives have a fitted effect of over 65% in size
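GFP signal (ex488/em500-530) from TGF-beta-stimulated HEPG2 CAGA-GFP cells, 500 pg/mL final, 18 h at 37 degrees C in DMEM plus 1% FBS, normalized to unstimulated and DMSO-stimulated controls.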
MCF10A rerep: A quantitative high throughput screen for small molecules that induce DNA re-replication in MCF 10a normal breast cells. MCF 10A DNA re-replication, Hoechst nuclear intensity, 48 h. Potency, µM (highest dose often 46.1 µM), for inactives: at the top dose activity, positive = re-replication, usual class: activators. hit rate 2.9% among 350,000. AID 624296, 2012; also: % of control where 0% means no effect; nearly all actives have a fitted effect of over 50% in size
Nrf2 block: Nrf2 qHTS screen for inhibitors. A549 ARE-Fluc reporter, luciferase luminescence, 18-24 h. AID 504444, 2011. Potency, µM (doses to about 46 µM), for the others: at the top dose activity change, negative = inhibition, usual class: inhibitors. hit rate 2.1% among 360,000; also: % is scaled to controls: 0 for no effect and ±100 for the full control effect; nearly all actives have a fitted effect of over 60% in size
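Concentration-response testing used A549 ARE_Fluc cells at 5000 cells/well. Following an 18-24 h compound incubation, viability was read by fluorescence (Ex 405/Em 525) and luciferase output by luminescence.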
EPAC2 antagonist: qHTS for Antagonist of cAMP-regulated guanine nucleotide exchange factor 2 (EPAC2): primary screen | Rap guanine nucleotide exchange factor 4 (Homo sapiens), Q8WZA2 | EPAC2 GEF exchange of Rap1B-BODIPY-GDP, fluorescence | Potency, µM (titrated, usually from 114 µM), for the others: top-dose activity, negative = inhibition, usual class: inhibitors | hit rate 0.18% among 360,000 | AID 720708, 2013; also: % is scaled to controls: 0 for no effect and ±100 for the full control effect; nearly all actives have a fitted effect of over 45% in size; many of its hits are not listed in these tables
Target sequence (Q8WZA2 whole entry, looked up): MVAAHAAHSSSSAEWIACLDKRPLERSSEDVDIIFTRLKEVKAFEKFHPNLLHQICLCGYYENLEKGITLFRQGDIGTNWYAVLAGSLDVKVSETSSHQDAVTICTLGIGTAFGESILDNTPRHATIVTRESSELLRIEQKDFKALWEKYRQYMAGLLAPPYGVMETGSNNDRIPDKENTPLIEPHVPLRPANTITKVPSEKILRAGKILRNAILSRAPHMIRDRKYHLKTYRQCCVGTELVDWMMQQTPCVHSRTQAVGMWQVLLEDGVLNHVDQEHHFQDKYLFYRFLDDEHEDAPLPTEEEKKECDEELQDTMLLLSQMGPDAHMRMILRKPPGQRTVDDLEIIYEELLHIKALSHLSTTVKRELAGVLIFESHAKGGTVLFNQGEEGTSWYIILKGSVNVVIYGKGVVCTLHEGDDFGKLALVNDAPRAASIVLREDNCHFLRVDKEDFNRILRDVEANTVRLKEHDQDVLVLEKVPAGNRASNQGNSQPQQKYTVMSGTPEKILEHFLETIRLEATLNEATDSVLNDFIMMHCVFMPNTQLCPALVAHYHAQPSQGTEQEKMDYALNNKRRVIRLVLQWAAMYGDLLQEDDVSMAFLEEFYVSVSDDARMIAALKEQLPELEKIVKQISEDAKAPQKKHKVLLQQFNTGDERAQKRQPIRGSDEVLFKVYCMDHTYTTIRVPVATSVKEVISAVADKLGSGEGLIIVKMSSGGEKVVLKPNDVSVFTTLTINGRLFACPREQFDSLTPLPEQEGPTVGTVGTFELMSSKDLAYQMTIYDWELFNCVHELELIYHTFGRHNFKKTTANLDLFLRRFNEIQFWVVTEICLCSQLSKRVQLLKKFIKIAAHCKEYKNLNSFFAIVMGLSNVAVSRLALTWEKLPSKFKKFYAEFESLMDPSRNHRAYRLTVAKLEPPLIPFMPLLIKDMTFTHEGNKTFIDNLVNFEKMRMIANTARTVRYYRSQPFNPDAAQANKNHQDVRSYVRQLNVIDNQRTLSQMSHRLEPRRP
Starred values were filed as active, the others as inactive; i = inactive; ? = inconclusive; . = no result given; & = joins results of further samples; ! = repeats disagree; [ ] = dose if it differs, or a comment. Calls follow the shape of the dose curve; as a rule, active = well fitted curve in the direction sought with a large enough effect; inconclusive = small, poorly fitted or top-dose-only effect, or another doubt; inactive = no such curve, though single readings can be large; an effect the other way counts as inactive or inconclusive. Potency is read from the fitted curve at half-maximal effect. Not all compounds are listed; count on the stated rates, not on these rows.

Each structure is followed by: HepG2 tox, A549 viability, Nrf2 activator, MCF10A rerep, EPAC2 antagonist, S2 tox, TGFb inhibitor, ATXN2 expr inh, Nrf2 block
Cc1nc2c3ccccc3nc(NNC(=O)CCC(=O)N3CCN(c4ccccc4)CC3)n2n1
  5%&-21%, -2%&-9%, 0.1%&0.6%, -2%, 1%, i, 11%&-2%, -11%, ?
O=C(O)COC(=O)Cc1ccccc1Nc1c(Cl)cccc1Cl
  1%, -2%, 0.6%, 11%, -25%, i, 19%, -3%&3%, 0%
CC1(C)O[C@H]2CC(=O)OCC23[C@H]2CC[C@@]4(C)[C@H](c5ccoc5)OC(=O)[C@H]5O[C@]54[C@]2(C)C(=O)C[C@@H]13 (stereo partly specified)
  -24%, -5%, -1.0%, 1%, 8%, i, 0%, -5%, 1%
CCOC(=O)C1(CCOc2ccccc2)CCN(Cc2ccc(O)c(Cl)c2)CC1
  -46%, -13%, 3.9%, -7%, 0%, ?, ?, ., -16%
Cc1nnc(NS(=O)(=O)c2ccc(N)cc2)s1
  17%, 0%, -0.5%, -6%, -1%, i, 1%, 4%&14%&9%, -9%
CC1=C(C(=O)O)N2C(=O)[C@@H](NC(=O)[C@H](N)c3ccc(O)cc3)[C@H]2SC1
  2%, -1%, 2.8%, ?, -9%, i, 10%, 1%&7%, -13%
CNC(=O)c1ccc(CSc2nc3ccncc3n2Cc2ccc(C)cc2)cc1
  -42%, 0%, 4.0%, ., ., i, ?, -7%, -11%
CCC[C@H](N[C@@H](C)C(=O)N1[C@H](C(=O)O)C[C@@H]2CCCC[C@@H]21)C(=O)OCC
  8%, -1%, -0.7%, -15%, -4%, i, -4%, 3%&1%, 5%
CC(C)=CC(=O)O[C@@H]1Cc2cc3ccc(=O)oc3cc2OC1(C)C
  -14%, 0%, -0.2%, 24%, -26%, i, -14%, ?, ?
COc1nc(C)nc(Cl)c1NC1=NCCN1
  -17%&-13%, 1%&0%, 0.1%&0.2%, 5%, ?, i, 5%&8%, -10%&-4%&-5%&-1%, 7%&7%
O=C1NCC2(CCN(CCc3ccccc3)CC2)O1
  8%, -11%, 0.5%, 8%&-8%, 11%, i, -17%, 13%&-1%, 2%
COc1cc2nc(N3CCN(C(=O)C4COc5ccccc5O4)CC3)nc(N)c2cc1OC (stereo unspecified)
  -77%, -12%, 8.0%, 15µM*!, -21%, ?, 2%, ?, -13%
C[C@H]1c2cccc(O)c2C(=O)C2C(=O)C3(O)C(=O)C(C(N)=O)C(=O)[C@@H](N(C)C)[C@@H]3[C@@H](O)[C@@H]21 (stereo partly specified)
  6%, -13%, -0.3%, -4%, -5%, i, -14%, -3%, -2%
CCCOc1ccccc1-c1nc2n[nH]nc2c(=O)[nH]1
  3%, -6%, -1.1%, 1%&-9%, -6%, i, 4%, -12%&-2%, -25%
NC(=O)NC(CCC(=O)O)C(=O)O (stereo unspecified)
  -40%, 4%, -0.6%, -2%&-1%, 5%, i, -12%, -3%, 0%
NS(=O)(=O)c1cc2c(cc1C(F)(F)F)NC(Cc1ccccc1)NS2(=O)=O (stereo unspecified)
  5%, -20%, 0.2%, 1%&-27%, 9%, i, -11%, 1%&8%, -18%
C[C@H](CCC(=O)O)[C@H]1CC[C@H]2[C@@H]3[C@@H](O)C[C@@H]4C[C@H](O)CC[C@]4(C)[C@H]3CC[C@]12C
  3%, -2%, -1.1%, -20%, -8%, i, -9%, 4%, -4%
Nc1cc(-c2ccncc2)c[nH]c1=O
  -1%, 1%, -1.2%, -12%&0%&3%, 1%, i, 13%, -1%&-4%, -9%
CC(C)Cc1ccc([C@H](C)C(=O)O)cc1
  -15%, 13%, -0.2%, 0%, -11%, i, 2%, 3%, -20%
O=c1cc(-c2ccc(O)cc2)oc2cc(O[C@@H]3O[C@H](CO)[C@H](O)[C@H](O)[C@H]3O)cc(O)c12
  -15%, 2%, ., ., ., ., 1%, ., 16%
O=C(O)[C@@H]1[C@H]2C[C@H]3c4[nH]c5ccccc5c4CCN3C[C@@H]2CC[C@@H]1O
  3%, 0%, -1.1%, -3%, 15%, i, 26%, 0%&12%, 10%
c1ccc2c(CC3=NCCN3)cccc2c1
  -1%, 5%, -1.0%, 1%&-28%, 1%, i, -3%, 4%&-11%, 6%
O=c1cc[nH]c(=O)[nH]1
  -27%, -7%, -0.5%, -2%&2%, 0%, i, -5%, 0%&11%, -14%
COc1cncc(C#Cc2ccccn2)c1
  ., ., 0.2%, ., 0%, i, ., 13%, .
Nc1ccc(C(=O)Nc2ccccc2N)cc1
  -25%, 13%, ?, 11%&2%, 12%, i, -13%, 67%&157%[activator], 19%
C[C@H]1COc2c(N3CCN(C)CC3)c(F)cc3c(=O)c(C(=O)O)cn1c23
  -2%, 0%, -0.5%, -4%, -8%, i, 14%, 1%&14%, 2%
C/C=C/C=N\NC(=O)c1ccncc1
  -3%, -1%, -0.6%, 4%, 2%, i, 1%, 7%, 8%
Cc1onc(-c2ccccc2Cl)c1C(=O)N[C@@H]1C(=O)N2[C@@H]1SC(C)(C)[C@@H]2C(=O)O
  1%&-1%, -1%&-6%, -0.1%&-0.3%, 0%&-7%, -22%&2%, i, 10%&-4%, 6%&6%&4%&12%, 10%&-8%
Cc1oc(-c2cccc(Cl)c2)nc1Cn1c(SCc2ccccc2F)nc2ccncc21
  -13%, -6%, -0.5%, ., ., i, ?, 4%, ?
Cc1nn(CC(=O)NCCc2ccccc2)c(=O)c2c1sc1ccccc12
  -3%, 5%, 5.8%, ., ., i, -18%, 1%, -11%

The closing 2 compounds of the part before open the next one.
Each structure is followed by: HepG2 tox, A549 viability, Nrf2 activator, MCF10A rerep, EPAC2 antagonist, S2 tox, TGFb inhibitor, ATXN2 expr inh, Nrf2 block
Cc1oc(-c2cccc(Cl)c2)nc1Cn1c(SCc2ccccc2F)nc2ccncc21
  -13%, -6%, -0.5%, ., ., i, ?, 4%, ?
Cc1nn(CC(=O)NCCc2ccccc2)c(=O)c2c1sc1ccccc12
  -3%, 5%, 5.8%, ., ., i, -18%, 1%, -11%
CC(=O)[C@H]1CC[C@H]2[C@@H]3C[C@H](C)C4=CC(=O)CC[C@]4(C)[C@H]3[C@@H](O)C[C@]12C
  -10%, 0%, 0.1%, 1%&5%, 8%, i, 18%, -7%&-7%, 0.058µM*
CCOc1ccc(S(=O)(=O)N2CCCCCC2)c2ccccc12
  -13%, -1%, 0.3%, ?, ?, i, 7%, -6%, -12%
COc1ccc(CN(CCN(C)C)c2ccccn2)cc1
  -19%&0%&-11%, 5%&4%&7%, 2.0%&-0.2%&-1.0%, ?, -5%&12%&2%, i, -1%&1%&20%, -5%&2%&-5%&-18%, 23%&5%&0%
CC(=O)N1C[C@H](O)C[C@H]1C(=O)O
  -26%, 1%, 0.5%, 1%, 6%, i, 2%, -3%&-5%, -9%
COc1c(O)cc2c(c1O)C1OC(CO)C(O)C(O)C1OC2=O (stereo unspecified)
  1%, 0%, -0.3%, -3%, 5%, i, 28%, 3%, 9%
COc1ccc(NC(=O)Cn2ccn(-c3ccc(C)c(C)c3)c(=O)c2=O)cc1Cl
  0%, -1%, -0.6%, ., ., ., -18%, ., 7%
CC(C)Cn1cnc2c1c(=O)n(C)c(=O)n2C
  4%, -3%, -1.1%, ?, 1%, i, 3%, 5%&3%, -3%
Cc1nc2c3ccccc3nc(NNC(=O)CCC(=O)N3CCN(c4cc(Cl)ccc4C)CC3)n2n1
  -24%, 13%, 0.8%, ., ., i, ?, -23%, 11%
CC(C)Cc1ccc(C(C)C(=O)O)cc1 (stereo unspecified)
  -24%, -3%, 0.1%, 8%&-4%&0%, -14%, i, -13%, 5%, 6%
CC1=NN(c2ccccc2)C(=O)C1
  -10%, -5%, 0.1%, 3%&2%&-1%, -22%, i, -2%, 1%&-1%&4%, -2%
CCCCC1CCC(CCCC(C)CCC(=O)O)CC1 (stereo unspecified)
  9%, 1%, -0.9%, ., ., ., -4%, ., ?
CC1(C)OC2CC3C4CC(F)C5=CC(=O)C=CC5(C)C4(F)C(O)CC3(C)C2(C(=O)CO)O1 (stereo unspecified)
  -1%, -11%, 0.5%, 1%, 2%, i, 11%, -16%, .
CN(C)C/C=C(/c1ccc(Br)cc1)c1cccnc1
  -4%, 15%, 3.3%, ?, 12%, i, 40%, -1%&0%, -3%
CN1CCC(=C2c3ccccc3CCc3sccc32)CC1
  -33%, 2%, 0.5%, -63%&2%[inhibitor], -18%, ?, -11%, -20%&-18%&-26%, 9%
Cc1cc(C)nc(/N=C(\N)Nc2ccc(S(N)(=O)=O)cc2)n1
  -2%, -9%, -0.1%, 10%, 10%, i, 3%, -18%, 0%
COc1ccc(C(=O)Nc2nc3ccccc3n2CCOc2ccc(Cl)cc2)cc1
  -3%, -2%, 3.9%, ., ., i, -24%, 29%, -11%
CC(=O)O[C@]1(C(C)=O)CC[C@H]2[C@@H]3C=C(Cl)C4=CC(=O)[C@@H]5C[C@@H]5[C@]4(C)[C@H]3CC[C@@]21C
  -37%&-12%, 1%&-25%, 0.3%&-0.5%, 1%&8%&2%, -4%&1%, ?, ?, ?, ?
N=C(N=C(N)N)N1CCOCC1
  -2%, -10%, -0.5%, -11%, 2%, i, 6%, 6%&1%&12%, 1%
Cc1coc2c1C(=O)C(=O)c1c-2ccc2c1CCCC2(C)C
  -32%, -28%, 4.5%, ?, 13%, i, ?, 12%&3%, ?
CCCCCCCCO
  9%, -4%, -1.2%, -7%, -6%, i, 13%, 2%, 14%
O=C1N(c2ccccc2)c2ccccc2C1(Cc1ccncc1)Cc1ccncc1
  5%, 10%, 0.2%, 2%&-32%, -14%, i, -1%, -8%&-19%&-22%, 1%
COc1ccccc1OCC(O)COC(N)=O (stereo unspecified)
  11%, -8%, -1.1%, 7%&-1%, -13%, i, -24%, 9%&10%&13%, 0%
CC(C)(CO)[C@@H](O)C(=O)NCCC(=O)O
  -18%, 0%, -0.3%, -3%, -9%, i, -4%, -3%&-10%, 5%
CCCn1ncc(CN2CCCC(C(=O)c3cccc(OC(C)C)c3)C2)c1C (stereo unspecified)
  -15%, -17%, 0.1%, 5%, -9%, i, -19%, ., -17%
